NF-kB expr up = activators of NF-kB expression in neurons, primary screen, cell-based, HTS. human neuronal cells, NF-kB reporter expression; hits give high values. fold change at 12.5 µM. 1.6% of 190,000 active; in the data active means fold change above about 3.3
STAT1 blocker = STAT1 signaling inhibitors, primary screen, cell-based, HTS, luciferase reporter; NIH 3T3 STAT1-luciferase reporter, IFN-gamma, luminescence; inhibition, % at 5.5 µM; AID 920, 2007; 0.35% of 200,000 active;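 active means inhibition above a set limit, the mean inhibition across all tested compounds plus 3 SD, cut at about 34% in these data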;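 further: 0% = IFN-gamma with DMSO and 100% = IFN-gamma with 300 µM nifuroxazide; values of inactives mirror those of a sister screen read the other way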
APP 5'UTR act = activators of APP 5'UTR luciferase reporter, primary screen, SH-SY5Y cells | SH-SY5Y APP 5'UTR luciferase reporter, luminescence; zero percent = DMSO vehicle wells | activation, % at 2 µM | 1% of 190,000 active;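 active means activation above a set limit, based on mean plus 3 SD of controls, cut at about 140% in these data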; further: values of inactives mirror those of a sister screen read the other way
Hsp70 act = Hsp70 transcriptional activators, primary screen, cell-based, HeLa, Hsp70 promoter luciferase, luminescence, 10 µM; 0.04% of 200,000 active; activation, % at 10 µM; HeLa Hsp70 promoter luciferase reporter; scaled: vehicle 0, proteasome-inhibitor control 100%;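 active means activation above the mean across all tested compounds plus 3 SD, cutoff set per campaign, cut at about 5.5% in these data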;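 further: 100% = MG132 at 30 µM as the positive control and 0% = DMSO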
STAT3 blocker = IL-6 driven STAT3 reporter inhibitors, primary screen, U3A cells, luciferase, luminescence, MLSCN library; inhibition, % at 5.5 µM; IL-6 STAT3-luciferase reporter; host cell line lacks STAT1; 0.89% of 190,000 active;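 active means inhibition above the mean inhibition across all screened compounds plus 3 SD, cut at about 44% in these data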;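 further: 0% = DMSO only wells and 100% = 100 µM nifuroxazide control wells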
STAT3 activator = IL-6 driven STAT3 reporter potentiators, primary screen, U3A cells, luciferase, luminescence, MLSCN library; 0.91% of 190,000 active; activation (% of control), % at 5.6 µM; IL-6 STAT3-luciferase reporter; 100% = signal with IL-6 EC80 alone;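 active means activation above the screen-wide mean of compound activation plus 3 SD, cut at about 130% in these data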;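 further: 0% = background luminescence of wells with medium and substrate only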
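Detection: reporter luminescence signal / Assay system: STAT1-lacking human U3A cells, STAT3 luciferase reporter / Incubation: compound pre-incubation 1 h before IL-6, then 6 h stimulation at 37 °C / Control set: IL-6-only high control / Read-out: % activation relative to IL-6 control / Probe or stimulus: Interleukin-6, 33 ng/mL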
Efa HMGR inh = inhibitors of E. faecalis class II HMGR, primary screen, biochemical, Enterococcus faecalis. purified E. faecalis HMGR, NADPH absorbance 340 nm kinetic. inhibition, % at 10 µM. 0.41% of 190,000 active;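 active means inhibition above a set limit, the median over all tested compounds plus 3 SD, cut at about 9.5% in these data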;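 further: enzyme runs in reverse so mevalonate oxidation gives rising NADPH absorbance; 0% = complete reaction with DMSO and 100% = background rate lacking mevalonate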
STAT1 activator = STAT1 signaling activators, primary screen, cell-based, HTS, luciferase reporter. NIH 3T3 STAT1-luciferase reporter, IFN-gamma, luminescence; 100% = IFN-gamma alone, no compound. activation (% of control), % at 5.5 µM. 2.6% of 200,000 active. AID 932, 2007;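 active means activation above the screen-wide mean activation plus 3 SD, cut at about 130% in these data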;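 further: raw ratio to IFN-gamma control signal so 100% means no change and 0% no light; values of inactives mirror those of a sister screen read the other way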
Redox H2O2 prof = compounds producing H2O2 with reducing agent – biochemical, NIH compound library profiling, artefact control for MLSCN library redox annotation, primary screen; 0.03% of 200,000 active; AID 878, 2007; DTT-dependent redox cycling H2O2, phenol red/HRP absorbance; 100% = 100 µM peroxide control, 0% = buffer; activation, % at 10 µM;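 active means activation of at least 50% relative to the plate's high and low controls in the primary single-dose screen; inactive means activation below 50%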;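 further: compound incubated with DTT at 0.8 mM final as the reducing agent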
TLR4-MyD88 BLA = inhibitors of TLR4-MyD88 association in cells, primary screen, cell-based, HeLa CL3-4, BLA complementation, FRET ratio; Toll-like receptor 4 (Homo sapiens) + Myeloid differentiation primary response protein …; AID 861, 2007; inhibition, % at 8.4 µM; 0.18% of 200,000 active; HeLa CL3-4 TLR4/MyD88 BLA complementation; in the data active means inhibition above about 25%;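 further: 0% = vehicle and 100% = reference inhibitor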
Target sequence (O00206 whole entry, looked up): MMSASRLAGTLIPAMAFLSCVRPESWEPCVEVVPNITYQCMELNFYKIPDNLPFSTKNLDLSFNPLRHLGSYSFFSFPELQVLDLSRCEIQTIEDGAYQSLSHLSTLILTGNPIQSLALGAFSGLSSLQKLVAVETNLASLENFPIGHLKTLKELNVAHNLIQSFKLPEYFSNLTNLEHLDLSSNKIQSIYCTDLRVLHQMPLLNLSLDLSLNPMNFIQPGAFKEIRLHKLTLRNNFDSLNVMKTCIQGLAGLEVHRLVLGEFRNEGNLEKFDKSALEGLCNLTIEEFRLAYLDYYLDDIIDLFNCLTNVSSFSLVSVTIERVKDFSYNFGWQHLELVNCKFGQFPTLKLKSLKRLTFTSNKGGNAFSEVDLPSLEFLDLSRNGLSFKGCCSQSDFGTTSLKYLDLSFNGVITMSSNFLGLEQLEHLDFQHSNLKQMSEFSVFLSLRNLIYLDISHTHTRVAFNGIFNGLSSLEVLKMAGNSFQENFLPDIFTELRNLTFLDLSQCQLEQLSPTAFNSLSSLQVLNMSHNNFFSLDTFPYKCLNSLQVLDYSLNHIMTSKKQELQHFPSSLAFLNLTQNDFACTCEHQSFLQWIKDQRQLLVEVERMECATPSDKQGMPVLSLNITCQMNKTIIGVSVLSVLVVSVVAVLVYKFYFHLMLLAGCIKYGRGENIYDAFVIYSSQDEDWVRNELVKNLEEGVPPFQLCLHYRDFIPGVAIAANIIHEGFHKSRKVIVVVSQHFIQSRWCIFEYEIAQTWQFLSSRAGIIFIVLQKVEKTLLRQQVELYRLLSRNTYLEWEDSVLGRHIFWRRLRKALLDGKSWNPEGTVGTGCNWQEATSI
Target sequence (Q99836 whole entry, looked up): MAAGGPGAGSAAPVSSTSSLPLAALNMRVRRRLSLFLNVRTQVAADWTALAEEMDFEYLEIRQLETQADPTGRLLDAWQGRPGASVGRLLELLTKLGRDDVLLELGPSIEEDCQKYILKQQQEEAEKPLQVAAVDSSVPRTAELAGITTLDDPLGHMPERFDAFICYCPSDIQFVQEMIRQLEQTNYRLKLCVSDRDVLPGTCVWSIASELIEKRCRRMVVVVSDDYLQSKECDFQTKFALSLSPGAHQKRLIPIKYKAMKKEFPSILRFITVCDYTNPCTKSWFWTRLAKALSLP
The depositor's hits bear a star; nt = no result given; & = joins results of further samples.

SMILES	NF-kB expr up	STAT1 blocker	APP 5'UTR act	Hsp70 act	STAT3 blocker	STAT3 activator	Efa HMGR inh	STAT1 activator	Redox H2O2 prof	TLR4-MyD88 BLA
O=C(c1ccc(Cl)c([N+](=O)[O-])c1)N(Cc1cccc(Cl)c1)C1CCS(=O)(=O)C1 (configuration not stated)	1.1	3	4	-0.3	-10	106	1	99	-1.1	7
O=C(CN1CCN(c2ccc(F)cc2)CC1)c1cccs1	1.3	4	1	-0.1	18	94	-3	96	1.9	4
CNc1ccccc(-c2ccc3cc4c(cc3n2)OCO4)c1=O	1.7	-26	72	0.2	7	98	-2	123	-0.1	4
CCc1nnnn1-c1ccc([N+](=O)[O-])cc1C	nt	6	-2	-0.1	11	96	-3	95	-0.9	6
CN1c2ccccc2Oc2nnc(N3CCN(Cc4ccccc4)CC3)cc21	1.2	-13	53	-0.4	8	98	-3	111	0.7	0
CC(=O)CSc1ncnc2c1oc1ccccc12	1.6	-26	-9	-0.1	8	96	3	123	0.4	-10
Cc1cc(C(=O)N/N=C2\CC(=O)c3ccccc32)c(C)n1-c1ccccc1	1.1	-43	108	-0.3	14	92	3	137*	-0.8	6
CC1(C)CC(=O)C2=C(C1)N(c1ccc(F)cc1)C(N)=C(C#N)C2c1cccs1 (configuration not stated)	1.6	6	-9	-0.1	2	102	-10	94	2.3	-1
CN(C)S(=O)(=O)c1ccc(S(=O)(=O)N(Cc2ccco2)Cc2ccccc2Cl)cc1	1	18	-5	-0.4	7	97	2	84	3.1	-5
CCN1CNC(=S)N(c2cccc(C)c2C)C1	1.2	2	19	-0.3	2	101	-6	98	1.7	7
Cc1cccc(NC(=S)NNC(=O)c2csc3c2CCCC3)c1	1.9	-16	92	-0.3	19	88	-7	115	-9.1	-3
Cc1ccc(S(=O)(=O)N2CCN(C(=O)CSc3nnnn3C)CC2)c(C)c1	1.4	5	16	-0.3	9	94	-4	95	-2.7	-1
COc1ccc(C2=NN(c3nc(-c4ccccc4)c(CC(=O)O)s3)C(c3ccco3)C2)cc1 (configuration not stated)	1.5	-9	-8	-0.3	3	95	-3	108	-0.5	-16
CS(=O)(=O)N1CCN(c2ccccc2NC(=O)C(c2ccccc2)c2ccccc2)CC1	0.69	-3	6	-0.3	-6	102	-4	103	0.2	-22
COc1ccc(C(CC(=O)O)NC(=O)Nc2ccccc2)cc1OC (configuration not stated)	1.2	-7	-14	0.2	4	101	3	106	-0.9	1
CCNc1nc(OC)nc(SCC(N)=O)n1	1.1	11	0	-0.5	10	96	-7	90	2.4	-5
N#C/C(=C\c1ccc([N+](=O)[O-])cc1)C(=O)Nc1ccccc1O	1.1	-6	-10	-0.2	-19	113	0	105	3.4	-2
CC1CC(C)(C)NC(=S)N1CCC(=O)NCc1ccc(F)cc1 (configuration not stated)	1.1	7	6	-0.2	-2	103	1	91	-3.2	-13
CNc1c([N+](=O)[O-])cnn1-c1ccccc1Cl	1.5	-8	26	-0.3	-2	108	3	107	-3.7	-3
CCOC(=O)c1c(C)c(C(=O)NCCOC)c(C)n1CC	0.8	0	8	-0.2	8	98	3	99	0.3	6
CCOC(=O)c1cnc2ccccc2c1Nc1ccc(C(=O)O)cc1	1	-1	-9	0.0	3	99	-6	99	0.1	-7
NC(=O)c1oc2ccccc2c1NC(=O)C1CCCCC1	0.82	-2	-19	-0.3	-4	103	-2	103	-0.1	3
CCCC(=O)CN1C(=O)C2(OCCO2)c2ccccc21	1	-4	17	-0.4	3	102	-7	102	0.1	9
COc1ccc(OC)c(C(=O)CSc2nc3cccnc3n2C)c1	1.1	-2	-6	-0.2	7	98	-3	102	3.5	-12
Cc1cc(C)nc(NC(=O)c2ccc(Cl)cc2[N+](=O)[O-])c1	0.99	-3	22	-0.3	4	99	2	102	0.1	7
O=C(COC(=O)C(c1ccccc1)c1ccccc1)NCc1ccco1	0.86	0	-5	-0.3	2	103	-1	100	0.0	2
CCOc1ccc2[nH]c(=O)c(CN(Cc3cccs3)Cc3nnnn3C(C)(C)CC)cc2c1	0.49	-3	2	-0.3	20	91	5	103	3.9	-10
COc1ccc(-c2cc(OC(=O)c3ccc(F)cc3)c3c(C)oc(C)c3c(=O)c2)cc1	1.2	-1	-5	0.1	-4	104	0	101	0.1	5
COc1ccc(NC(=O)c2ccccc2-c2ccccc2)cc1	1	8	7	-0.2	4	97	0	92	0.4	0
CCNc1nc(NC(C)C)nc(Oc2ccc(OCCOc3ccc(C)cc3)nn2)n1	1.2	0	2	0.1	4	97	-1	100	0.2	-19
O=C(Nc1cccc(F)c1)c1sc(Cl)nc1-c1ccccc1	1	-8	-8	-0.2	-6	103	-3	107	0.0	-8
C[C@@H]1NC(=O)[C@H](CCCN=C(N)N)NC(=O)c2cc([N+](=O)[O-])cc(I)c2NCCC[C@@H](C(N)=O)NC1=O	1.4	-3	16	0.3	-1	99	-1	103	-0.9	-16
Cc1c(C(=O)O)oc2c1C(O)CC(C)(C)C2 (configuration not stated)	1.1&1.3	-6&8	-8&-2	0.4&-0.5	-1&3	106&101	-2&1	105&93	2.1&-1.0	5&-12
N#CCCN(C(=O)CSc1nc(-c2ccccc2)cn1N)c1ccc(F)cc1	0.99	1	-5	-0.7	-2	108	-4	99	0.0	-2
CCc1nc(NC(=O)NS(=O)(=O)c2ccccc2C(=O)OC)nc(OC)n1	1	-13	14	0.2	2	102	-12	110	4.3	10
O=C(CSc1nnc(COc2ccccc2F)n1-c1ccccc1)NC1CCS(=O)(=O)C1 (configuration not stated)	1.1	-3	-8	-0.4	-2	101	1	103	nt	-1
N#Cc1ccc(-c2csc(NC(=O)C3CC3)n2)cc1	1.4	-5	34	-0.1	30	80	-4	105	-0.7	-10
O=C(CSc1ccccn1)NCc1ccc2c(c1)OCO2	1.3	-12	20	-0.1	1	104	6	109	-1.5	4
CCOc1ccc(NS(=O)(=O)c2ccc(NC(=S)NC(=O)CC(C)C)cc2)cc1	1	-4	8	-0.3	6	101	-3	104	-0.2	7
CCOc1ccccc1OCCCC(=O)Nc1nc2ccccc2[nH]1	1	-9	11	-0.3	-1	106	3	108	0.2	9
CC(C)(C)NC1=CC(=O)OC12CCCCC2	0.92	-1	0	0.1	8	97	4	101	1.3	-6
COc1ccc(-c2ncncc2-c2csc(C)n2)c(O)c1OC	1	-1	0	-0.2	-3	107	-11	100	0.1	-4
CCOc1ncccc1C(=O)N1CCN(c2cc(Cl)ccc2C)CC1	2.2	-5	-91	-0.2	-5	107	-8	102	-0.9	-1
CC(=O)SCC(C)C(=O)NCc1ccccc1 (configuration not stated)	1.2	11	2	-0.2	8	99	-4	90	0.2	-2
COc1ccccc1OCC(=O)N/N=C1/C=C(C)CC1	1.4	-2	-7	-0.3	3	100	-7	101	-1.3	-15
CNc1nc(-c2ccccn2)nnc1-c1ccccc1	13*	-2	-11	-0.2	3	102	-2	102	0.8	-11
Cn1cnnc1SC1c2cccc3cccc(c23)C1NS(=O)(=O)c1ccccc1 (configuration not stated)	1	7	-3	-0.1	-6	103	-5	94	-0.6	-5
CCOC(=O)c1c(/N=C/C2C(=O)CC(C)(C)CC2=O)sc(C)c1C	1.4	1	3	0.0	11	91	-1	99	-0.6	-4
CC(=O)Nc1cccc(Oc2ncnc3scc(-c4ccc(C(C)C)cc4)c23)c1	1.1	10	-2	-0.6	2	97	-6	93	-0.4	-1
CC1(C)CC(=O)C(=Cc2cn(CCC#N)nc2-c2ccc(Cl)cc2)C(=O)C1	1.1	7	-6	-0.4	-2	102	1	94	-0.2	-1
O=C(CSc1nc2ccccc2c(=O)n1Cc1ccco1)N1CCCCCC1	0.54	0	-4	-0.2	-8	109	-3	100	2.0	7
Cc1ccc(NC(=O)CN(C)S(=O)(=O)c2ccc(Br)s2)cc1F	1.2	-1	-2	-0.5	-3	106	3	101	0.3	3
CCOC(=O)C1CSC2(CCC(c3ccccc3)CC2)N1 (configuration not stated)	1	-4	24	-0.5	6	99	-3	104	-1.6	2
CCOC(=O)C1CCN(C(=O)CCc2ccccc2)CC1	1.4	7	-3	-0.6	21	86	0	94	0.0	6
CN(C)c1ccc(N=Nc2ccccc2C(=O)OCC(=O)NCC2CCCCC2)cc1	1.2	-6	22	-0.4	-19	113	3	105	-0.2	-6
CN1CCN(C(c2cccs2)c2nnnn2Cc2ccc(F)cc2)CC1 (configuration not stated)	1.2	-8	1	-0.2	-7	110	-5	106	-1.5	-3
CCc1nnc(NC(=O)CCC(=O)NC2CCCCC2)s1	1.4	4	3	0.0	13	95	-6	97	-2.4	-2
NC(=O)C1CCN(CCC(=O)Nc2cccc(Cl)c2)CC1	1.1	-5	-1	-0.5	4	101	5	103	-0.8	-3
COc1ccc(/C(O)=C2/C(=O)C(=O)N(CCCC(=O)O)C2c2ccc(OC)cc2)cc1 (configuration not stated)	0.97	1	-3	-0.2	4	101	1	99	0.2	4
CS(=O)(=O)N(CC(=O)N1CCCCC1)C1CCCCC1	1.3	1	9	-0.1	6	97	-7	99	3.7	1

(next part)
SMILES	NF-kB expr up	STAT1 blocker	APP 5'UTR act	Hsp70 act	STAT3 blocker	STAT3 activator	Efa HMGR inh	STAT1 activator	Redox H2O2 prof	TLR4-MyD88 BLA
Cc1cc(C)nc(NC(=O)c2ccc(C)c([N+](=O)[O-])c2)n1	1.1	3	2	0.4	9	100	6	98	2.1	4
O=C(COC(=O)C12CC3CC(CC(C3)C1)C2)Nc1ccc([N+](=O)[O-])cc1Cl	1.1	6	-5	-0.3	-3	103	0	95	-0.1	-9
O=C(c1ccc(Cn2c(=S)[nH]c3ccc(N4CCOCC4)cc3c2=O)cc1)N1CCC(N2CCCCC2)CC1	1.1	-3	-10	0.0	2	106	-2	103	-0.1	-26
COc1ccc(/C=N/NC(=O)c2sc(C)nc2C)cc1	0.94	-12	-5	3.2	6	101	-5	109	0.2	-8
CCCCOC(=O)Oc1ccc2c(=O)c(Oc3cccc(C)c3)coc2c1	1.3	0	22	-0.2	9	93	-3	100	4.8	-12
Cc1cc(C)cc(NC(=O)CN(C)S(=O)(=O)c2cccc3nsnc23)c1	0.81	-4	-1	0.1	-7	106	-3	103	0.1	-1
CCN(c1ccc(N=Cc2c(O)n(Cc3ccc(OC)cc3)c(=O)c3ccccc23)cc1)C(C)C	1	-3	11	0.0	8	102	-4	101	2.2	-8

Bioassay records: PubChem, several laboratories
